INS-1E GSIS act: GLuc luminescence reporter in INS-1E cells, primary screen for activators of glucose-dependent secretion of insulin | INS-1E GLuc reporter insulin secretion, 2-3 h | activation, % at 16.6 µM | hit rate 0.61% among 370,000 | AID 743287, 2014;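 active = lowest replicate activation of at least 40%, so every replicate reaches that level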;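 note: 0% = median of neutral control wells and 100% = median of IBMX positive control wells; some compounds called inactive have numbers as strong as hits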
EWS-Fli inh: EWS/Fli-driven NR0B1 reporter inhibitors, primary screen, A673 cells, NR0B1 luciferase, luminescence, MLPCN library; viability-normalised; inhibition, % at 12.6 µM; hit rate 0.67% among 350,000; AID 651661, 2012;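 active = mean inhibition of at least 50% after viability correction, with every replicate also passing that limit; inconclusive = mean reaches 50% but only one of two replicates passes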;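 note: firefly luciferase signal divided by Alamar Blue viability fluorescence both relative to DMSO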
ERp5 inh: inhibitors of ERp5-driven insulin aggregation, primary screen, biochemical, turbidity, absorbance 650 nm, single point; Protein disulfide-isomerase A6 (Homo sapiens), Q15084; 90 min; inhibition, % at 9.99 µM; hit rate 0.05% among 350,000;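 active = mean replicate inhibition above about 25%, with every replicate also reaching it, limit read from the data, passing the limit was not always enough; inconclusive = only one of those two criteria met; inactive = neither criterion met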
Target sequence (Q15084 whole entry, looked up): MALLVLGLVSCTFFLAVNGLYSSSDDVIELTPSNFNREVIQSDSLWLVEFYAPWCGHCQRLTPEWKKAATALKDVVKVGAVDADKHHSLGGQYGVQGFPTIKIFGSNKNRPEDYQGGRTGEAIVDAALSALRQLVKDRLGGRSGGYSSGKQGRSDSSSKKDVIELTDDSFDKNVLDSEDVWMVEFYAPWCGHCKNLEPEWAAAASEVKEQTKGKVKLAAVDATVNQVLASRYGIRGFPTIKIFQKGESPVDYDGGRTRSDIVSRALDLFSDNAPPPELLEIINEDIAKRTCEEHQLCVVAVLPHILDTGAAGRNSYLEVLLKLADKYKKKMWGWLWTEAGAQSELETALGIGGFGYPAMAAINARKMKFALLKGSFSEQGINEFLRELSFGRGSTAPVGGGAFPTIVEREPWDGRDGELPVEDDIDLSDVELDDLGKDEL
PAX8 inh HTS: inhibitors of PAX8-driven TPO luciferase reporter, primary screen, RMG-I cells, single concentration; hit rate 1.2% among 360,000; inhibition, % at 12.6 µM; SteadyGlo, 24 h;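 active = mean replicate inhibition at least 60% with every replicate also reaching 60%; inconclusive = only one of the two criteria is met; inactive = mean below 60% and not all replicates reaching 60%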;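 note: luciferase light reporting Pax8 driven TPO promoter activity; plate controls were median of neutral control wells for no effect and mitoxantrone controls for full effect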
ARNT TACC3 PPI: disruptors of ARNT/TACC3 protein interaction, primary screen, biochemical, AlphaScreen, single concentration. Transforming acidic coiled-coil-containing protein 3 (Homo sapiens), Q9Y6A5. AlphaScreen His-ARNT PAS-B/GST-TACC3 binding, luminescence; TACC3 fragment carries E629A point mutation. inhibition, % at 9.99 µM. hit rate 0.66% among 390,000. AID 623870, 2012;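 active = mean inhibition of replicates at least 50% and at least half of replicates each reaching 50%; inconclusive = half or more replicates reach 50% but mean below 50%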;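 note: 0% = complete ARNT plus TACC3 wells and 100% = ARNT alone without TACC3; many hits fall short of the cut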
Xi reactivation: activators of inactive X chromosome reactivation, primary screen, imaging, XiGFP fibroblasts, GFP high-content imaging, set 2 | XiGFP mouse fibroblasts, % GFP-positive cells imaging, 3 d; cells co-treated with 5-aza-dC sensitizer; scaled so ellipticine positive control = 100% | activation, % at 7.58 µM | hit rate 0.055% among 360,000 | AID 743238, 2013;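 active = mean normalized replicate activation at least 10% and every replicate at or above 10%; inconclusive = only one of the two criteria met; inactive = mean below 10% and not all replicates reach 10%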;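 note: 0% = median of on-plate neutral control wells and 100% = ellipticine 6 µM median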
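System: 68-5-11 XiGFP fibroblast line; Timing: 3 days compound exposure; Compound dosing: one concentration, pinned; Benchmarks: positive control ellipticine, 6 µM final; Buffer or medium: DMEM containing 5-aza-dC.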
DENV2 CPE rescue: inhibitors of DENV2 cytopathic effect, primary screen, cell-based, plate reader, single concentration | CPE inhibition, % at 9.99 µM | DENV2-infected cells, cytopathic effect rescue | hit rate 1.7% among 350,000; in the data active = CPE inhibition above about 20%, passing the limit was not always enough; inconclusive = no clear call, values can overlap the other calls; tested in BHK-21 cells;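 note: 0% = median of neutral control wells and 100% = median of positive control wells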
CFTR F508del cor: F508del CFTR correction, initial screen, CFBE line, single point. CFBE cells, YFP halide quenching; stimulated with forskolin plus potentiator P3; % fluorescence drop versus neutral controls. activity (quench increase), % at 7.58 µM. hit rate 0.36% among 350,000;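 active = mean added fluorescence quench of at least 8% versus neutral control, with both replicates also reaching 8%; inconclusive = only one of the mean or replicate conditions met; inactive = mean below 8% and not both replicates reaching 8%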;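 note: cells transiently co-express mutant CFTR-F508del with the halide-sensitive YFP; corrector assay measuring rescue of mutant channel to the surface after 24 h compound exposure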
* marks the source's active call; other numbers are inactive results; ? = inconclusive; . = not tested or not shown; & = joins results of further samples.

canonical_smiles	INS-1E GSIS act	EWS-Fli inh	ERp5 inh	PAX8 inh HTS	ARNT TACC3 PPI	Xi reactivation	DENV2 CPE rescue	CFTR F508del cor
COc1ccccc1NC(=O)Cn1c(=O)oc2cc(S(=O)(=O)N3CCCC3)ccc21	-14	5	-3	19	-9	-0.1	20	-1.5
C/C=C/c1cnc2c(c1)C(=O)N([C@H](C)CO)C[C@H](C)[C@H](CN(C)S(=O)(=O)c1cccs1)O2	3	-12	4	8	3	0.3	2	-1.6
CC(C)c1ccc(N(CC(=O)NN=C2CCN(C)CC2)S(=O)(=O)c2ccccc2)cc1	5	12	-5	-6	-2	0.1	.	-0.9
C[C@H](CO)N1C[C@H](C)[C@H](CN(C)Cc2ccncc2)Oc2ccc(NS(=O)(=O)c3ccccc3)cc2C1=O	1	-1	3	-4	-16	-0.6	5	3.5
CC1(C)OC(c2ccccc2)=C/C(=C/C=C2C(=O)c3ccccc3C2=O)O1	-2	-4	5	9	-3	0.0	-4	0.8
COc1ccc(-c2cc(C)no2)cc1S(=O)(=O)N(C)Cc1ccco1	10	.	2	2	-1	0.0	-2	0.4
CCOc1ccc(NC(=O)c2ccc(S(=O)(=O)N(C)C)cc2)cc1	1	-9	-4	0	3	0.0	-3	4.7
COc1ccc(/C(C)=N/NC(=O)CNC(=O)CCc2ccccc2)c(OC)c1	-13	6	0	-13	-3	0.0	20	1.1
CCN(CC)S(=O)(=O)c1ccc(NC(=O)c2cccs2)cc1	-7	-22	14	-4	.	0.2	6	-2.5
COc1ccccc1NC(=O)c1cc(-c2ccc(C)o2)nc2ccccc12	-18	-26	-5	-16	1	0.0	-3	-1.5
CCC(=O)Nc1ccc2c(c1)C(=O)N(C)C[C@@H](OC)[C@H](C)CN(Cc1ccccn1)[C@@H](C)CO2	-5	-3	-1	-3	4	0.0	3	2.0
CC1CC(C)CN(S(=O)(=O)c2cc3c4c(c2)C(C)C(=O)N4CCC3)C1 (configuration not stated)	3	1	-5	18	4	0.0	?	1.0
COc1ccc([N+](=O)[O-])cc1CSc1nnc(NC(C)=O)s1	-7	-1	-2	18	0	0.9	4	-0.2
CC1(C)CC(=O)C=C(NCCN2CCN(C(=S)Nc3ccc(F)cc3)CC2)C1	.	7	-2	-8	-5	0.3	-8	-3.3
O=C(CCS(=O)(=O)c1ccc2c(c1)NC(=O)CS2)NCCc1ccc(Cl)cc1	34	.	4	-8	-2	-0.2	-1	0.4

canonical_smiles	INS-1E GSIS act	EWS-Fli inh	ERp5 inh	PAX8 inh HTS	ARNT TACC3 PPI	Xi reactivation	DENV2 CPE rescue	CFTR F508del cor
CC(C)CN(CC(C)C)c1ccc(/C=N/n2cnnc2)cc1[N+](=O)[O-]	-30	11	4	5	18	0.0	4	.
Cc1nc2scc(C)n2c(=O)c1S(=O)(=O)NCc1ccc(F)cc1	5	.	1	2	-8	0.1	0	1.1
Cc1[nH]ncc1Nc1c(C(C)C)cccc1C(C)C	-1	-7	-2	17	.	0.0	-3	-0.3
O=C(NCc1cccnc1)c1cc([N+](=O)[O-])ccc1N1CCOCC1	16	0	5	-9	-9	.	1	1.7
OCCN1CCN(c2nc(-c3ccccc3)c3cc(Br)ccc3n2)CC1	1	5	0	-7	.	0.0	5	0.2
CC1CCCN(CCOc2ccc3ccccc3c2Br)C1 (configuration not stated)	25	-24	0	-58	1	0.1	1	1.5
CCOC(=O)C1=C(C)N(CCCCCC(=O)O)C(=O)NC1c1ccc(Cl)cc1 (configuration not stated)	.	15	2	3	-1	0.0	-3	-3.3
Cc1cc(Br)ccc1NC(=O)c1sc2ncnc(N3CCN(c4ccccn4)CC3)c2c1C	0	34	-4	-4	-4	6.3	-8	1.6
CCn1c(SCc2cccc(F)c2)nnc1-c1cccnc1	5	-7	-2	-9	-20	0.3	-1	-4.3
CCCCn1nnnc1C(c1ccccc1)N1CCN(c2cc(C)ccc2C)CC1 (configuration not stated)	-1	12	-1	1	.	-0.1	0	-1.1
C[C@H](CO)N1C[C@H](C)[C@H](CN(C)C(=O)c2ccncc2)OCCCC[C@H](C)Oc2ccc(NS(=O)(=O)c3cn(C)cn3)cc2C1=O	23	-7	-5	12	-17	-0.7	24*	1.9
O=C(CCc1nnc(C2CCCCC2)o1)N1CCCCC1CCn1cccn1 (configuration not stated)	-11	-13	-4	-10	-4	0.0	-4	-1.7
Cc1ccc(O)c(-c2cc(C(=O)Nc3c(C)n(C)n(-c4ccccc4)c3=O)[nH]n2)c1	4	.	.	-11	3	0.3	.	.
CC(=O)Nc1ccccc1C(=O)C(=O)Nc1ccc(Cl)cc1	5	-76	0	-57	-23	-0.2	2	-6.1
CC(CC(F)(F)F)N1CCC(n2nccc2NC(=O)CCOc2ccccc2)CC1 (configuration not stated)	1	.	3	-4	-2	0.0	-5	2.2

canonical_smiles	INS-1E GSIS act	EWS-Fli inh	ERp5 inh	PAX8 inh HTS	ARNT TACC3 PPI	Xi reactivation	DENV2 CPE rescue	CFTR F508del cor
COc1ccc(CCN2CC(C(=O)N3CCSCC3)CCC2=O)cc1 (configuration not stated)	-4	.	2	4	0	-0.1	-5	-0.1
CC1CCCCN1C(=O)c1ccc(COc2ccc([N+](=O)[O-])cc2)o1 (configuration not stated)	-10	-4	-1	-6	4	0.0	?	-2.4
O=C(Cn1nc(-c2ccccc2)ccc1=O)NCCN1CCN(Cc2ccccc2)CC1	7	9	2	.	-1	.	-3	2.5
COC(=O)c1[nH]c2cccc(OC)c2c1NC(=O)CCN1CCSCC1	0	0	5	-6	-6	0.3	2	0.9
CO[C@H]1CN(C)C(=O)c2cc(NC(=O)C3CC3)ccc2OC[C@H](C)N(C(=O)NC(C)C)C[C@@H]1C	6	1	-4	-16	1	0.0	-5	3.6
COc1ccc(C(=O)C2CCCN(S(=O)(=O)N(C)C)C2)c(C)c1 (configuration not stated)	0	3	-1	-5	-13	0.0	-3	-1.8
COC(=O)N(C)C[C@H]1OCc2cn(nn2)CCCC(=O)N([C@H](C)CO)C[C@@H]1C	-1&26	1&4	-2&1	44&-11	-1	0.1&0.2	6&6	-1.6&0.3
O=C(O)c1cccc(-c2ccc(/C=C3/SC(=Nc4ccccc4)N(Cc4cccnc4)C3=O)o2)c1	1	-17	2	-43	-21	0.1	2	-1.4
CCN(CC)c1ccc([N+](=O)[O-])cc1C(=O)N1CCOCC1	-5	7	-2	14	4	0.0	-1	-0.8
COc1ccc(N(C(=O)c2cccnc2)S(=O)(=O)c2cccc([N+](=O)[O-])c2)cc1	4	-13	1	-5	-6	0.0	-3	-3.9
CSc1ccccc1OCc1cc(C(=O)N2CCc3c(Cl)cccc3C2)no1	3	-2	-7	15	.	0.1	4	-1.5
C[C@H](CO)N1C[C@H](C)[C@H](CN(C)C(=O)CN2CCOCC2)Oc2ncc(/C=C/c3ccccc3)cc2C1=O	-3	-3	2	-3	-3	0.8	4	1.0
O=C(c1cc(S(=O)(=O)Nc2ccccc2F)c(Cl)cc1Cl)N1CCN(CCO)CC1	.	2	4	-4	-33	0.0	12	-1.8
Cc1nn(C)cc1NC(=O)C[C@@H]1CC[C@H]2[C@@H](COc3ccc(NC(=O)C4CCOCC4)cc3C(=O)N2C)O1	6	-7	-2	-21	-19	0.0	-1	.
Cc1ccc(NC(=O)c2ncn(CCCN3CCN(c4ccccn4)CC3)n2)cc1C	5	-3	-7	5	13	0.1	11	1.5

canonical_smiles	INS-1E GSIS act	EWS-Fli inh	ERp5 inh	PAX8 inh HTS	ARNT TACC3 PPI	Xi reactivation	DENV2 CPE rescue	CFTR F508del cor
O=C(c1ccc(F)cc1)n1cc(C(=S)N2CCOCC2)c2ccccc21	0	22	-1	7	9	0.0	3	-2.2
O=C(Nc1cccc(S(=O)(=O)N2CCOCC2)c1)C1CCCCN1S(=O)(=O)c1ccccc1 (configuration not stated)	-7	3	17	13	12	-0.1	5	1.0
COc1ccc(OC)c(NC(=O)COC(=O)CC2CCCCC2)c1	.	1	1	.	-6	0.1	-11	1.4
C[C@@H]1CN([C@@H](C)CO)C(=O)c2cc(C#Cc3cccnc3)cnc2O[C@H]1CN(C)C(=O)CN(C)C	-7	-2	0	-18	5	0.2	3	-0.5
Cc1ccc(Nc2nc(N)c3ccccc3n2)cc1C	-22	44	0	-12	29	0.0	13	-0.6
Cc1noc(C)c1S(=O)(=O)Nc1cccc2c1O[C@H](CN(C)C(=O)Nc1ccc(C(F)(F)F)cc1)[C@H](C)CN([C@H](C)CO)C2=O	-8	-9	12	.	-4	-1.3	1	3.6
CCN(C(=O)COC(=O)Cn1cnc2c1c(=O)n(C)c(=O)n2C)C1CCS(=O)(=O)C1 (configuration not stated)	-3	0	12	0	1	0.0	2	-0.4
Cc1ccc(S(=O)(=O)N(C)C[C@@H]2OCCCC[C@@H](C)Oc3ccc(NC(=O)Nc4c(C)noc4C)cc3C(=O)N([C@@H](C)CO)C[C@@H]2C)cc1	-4	48	4	-9	2	-0.1	-12	-0.3
C[C@@H]1CN([C@H](C)CO)S(=O)(=O)c2ccc(C#C[C@@H](C)O)cc2O[C@H]1CN(C)Cc1cccnc1	-1	6	3	.	-8	1.4	-2	-1.0
CCOC(=O)C(=O)Nc1ccccc1C(=O)Nc1ccc(OC)cc1	12	-3	1	.	-31	.	2	-0.4
O=C(NCC1CC1)[C@@H]1[C@@H](CO)[C@@H]2Cn3c(ccc(-c4cccc(F)c4)c3=O)[C@@H]2N1CC1CCOCC1	-9	7	3	.	-2	0.0	-6	.
CCCCC(=O)Nc1ccc(C(=O)N(CC)c2ccccc2C)cc1	-13	3	5	16	-2	0.0	3	-3.8
